Source: PubChem BioAssay
Growth percent in the NCI-60 one-dose screen (48 h, 10 µM unless noted): 100 = growth as untreated, 0 = no growth, -100 = all killed.
HL-60(TB): HL-60(TB) leukemia cells. 9% of 78,000 active. AID 1794776; active = growth percent below 10
Numbers without * were called inactive; & = joins results of further samples; [ ] = dose if it differs, or a comment. Only part of the results is shown; count on the stated rates, not on these rows.

Molecule | HL-60(TB)
COc1cc(C=O)cc(CN2CCN(c3cc4c(cc3F)c(=O)c(C(=O)O)cn4C3CC3)CC2)c1O | 98
N#CC1=C(N)Oc2nc[nH]c(=O)c2C1c1cccs1 (configuration not stated) | 99
CC(=O)Nc1n[nH]c(=S)s1 | 112
COc1ccc(-c2nc3ccc(/C=C/C(=O)c4cccc(N)c4)cc3s2)cc1 | 45
Cc1ccccc1O | 110
COc1ccc(C(=O)c2c[nH]c(C(=O)O)c2-c2ccc(OC)cc2)cc1 | 93
COc1ccc(-c2cnc3nonc3n2)c(OC)c1 | 94
Cc1cccc2c1C[C@@]1(C2=O)C(c2ccc(C(C)(C)C)cc2)=NOS1=O (some centres not stated) | 100
O=[N+]([O-])c1ccc(/C=C/c2nc(Nc3ccc(Cl)cc3)c3ccccc3n2)cc1 | 72
CC(=O)CC(=O)Nc1ccccc1Cl | 87
O=c1[nH]c(Cl)nc2c1cnn2-c1ccccc1 | -2.4*
CC(C)CSc1nc(NN)c(C#N)c(-c2ccc(F)cc2)n1 | 94
CCCCn1cc(C(=O)/C(C#N)=C/c2cc3ccccc3nc2Cl)c2cc(OC)ccc21 | 89
CCN(CCO)C(C(=O)c1ccccc1)c1ccc(Cl)cc1 (configuration not stated) | 100
CC1CCCC(C)N1 (configuration not stated) | 106&101&99

Molecule | HL-60(TB)
Cc1ccc(Nc2n[nH]c(=S)s2)c(C)c1 | 89
C=C(C)[C@@H]1CC[C@]2(COCCCN)CC[C@]3(C)[C@H](CC[C@@H]4[C@@](C)(CCCNCCCN)[C@H](C(=C)C)CC[C@]43C)[C@@H]12 | -9.3*[100 µM]
O=C(NC1C(O)c2ccccc2N2C(=O)CCC12O)c1cnco1 (configuration not stated) | 92
O=C(Nc1ccc(Cl)cc1F)c1cc(I)ccc1O | 20
Nc1ncn(C2OC(CO)C(O)C2O)c(=O)n1 (configuration not stated) | -45*
C[C@]12CCC(=O)C=C1CC[C@@H]1C2=CC[C@@]2(C)[C@H]1CC[C@]2(O)C(=O)COC(=O)c1ccc([N+](=O)[O-])cc1Cl | 104
O=c1c(CNc2ccc(S(=O)(=O)Nc3ncccn3)cc2)coc2ccccc12 | 93
Cc1nc2ccccc2c2c1C(=O)OC(c1ccccc1)C2 (configuration not stated) | 124
N#CC1=C(Nc2ccccc2Cl)SC(c2ccncc2)NC1=O (configuration not stated) | 91
CC(C)(C)[Si](C)(C)OCC1OC(n2cnc3c(N)ncnc32)CC1O (configuration not stated) | 100
O=C(CNc1ccc(S(=O)(=O)N2CCCCC2)cc1)N1CCN(c2ccccc2)CC1 | 74
COC(=O)c1ccc(NC2=C/C(=N/S(=O)(=O)c3ccc(C(=O)O)cc3)c3ccccc3C2=O)cc1 | -16*
CCCCC[C@H](OC)c1ccccc1[C@@H]1O[C@@H](CCCC(=O)OC)[C@H](O)[C@H]1O | 101
O=C(NO)c1cn(C2CC2)c2cc(N3CCN(C(=O)c4ccccc4)CC3)c(F)cc2c1=O | 101
COC(=O)C(Sc1ccc(Cl)cc1)C1SC(=S)N(Cc2ccccc2)C1=O (configuration not stated) | 76

Molecule | HL-60(TB)
O=C1CC(c2ccc(C(F)(F)F)cc2)c2cnn(Cc3ccc4c(c3)OCO4)c2N1 (configuration not stated) | 82
NS(=O)(=O)c1ccc(N2C(=O)/C(=C/c3cccc(Cl)c3)N=C2c2ccccc2)cc1 | 83
O=S(=O)(O)c1cccc2cnccc12 | 98
O=C1Nc2ccc(F)cc2C12Nc1cc(Cl)ccc1S2 (configuration not stated) | 66
CC1(C)CC(=O)C2=C(C1)N(CCc1ccc(S(N)(=O)=O)cc1)C1=C(C(=O)CC(C)(C)C1)C2c1ccc(Br)cc1 | 98
C=C1C(=O)O[C@@H]2[C@H]3[C@H](COC(C)=O)[C@@H](OC(C)=O)C[C@H]3C(=C)[C@@H](O)C[C@@H]12 | 79
Cc1ccc2c(c1)[nH]c(=S)n2/C=C(\c1ccccc1)S(=O)Cc1ccccc1 (configuration not stated) | 102
O=C1NC(=S)S/C1=C/c1ccc(OCc2cn(-c3ccc(S(=O)(=O)Nc4nccs4)cc3)nn2)cc1 | 166
N#Cc1nc2c3ccccc3[nH]c2c2[nH]c3ccccc3c2c1=O | 80
OCCOc1ccccc1-c1ccccc1 | 102
N=C(N)c1ccc(CNC[C@@H]2CN(c3ccc(N4CCC(C(=O)O)CC4)cc3)C(=O)O2)cc1 | 100
CC(=O)N1CCC([C@@]23C[C@@H](OC(=O)CO)[C@@](C)(O2)[C@@H]2CCC(C)=C2[C@@H]3OC(=O)/C=C/c2ccccc2)CC1 | 100
CC1=CC(=O)CC(c2ccccc2)C1 (configuration not stated) | 93&60
CC12CCC(=O)C=C1C=CC1C2CCC2(C)C1CCC21CCC(=O)O1 (configuration not stated) | 104
COc1cc2cc(NCc3ccc(Cl)cc3)nc(C)c2cc1OC | 31

Molecule | HL-60(TB)
COc1ccc(C[N+](C)(C)Cc2ccc(OC)cc2)cc1 | 97
COc1ccc(CCN(CCC#N)C(=O)C(Cl)Cl)cc1 | 110
CCSc1ccc2c(c1)N(CCCN1CCN(C)CC1)c1ccccc1S2 | 37
NC(=S)Nc1ccccc1Cl | 120
Cc1cc[n+](C)cc1 | 87
Cn1cc2c(c1-c1ccccc1)CCc1cncnc1-2 | 80
COC1=CC(C)C2CC3OC(O)CC4C(C)=C(OC)C(=O)C(C2(C)C1=O)C34C (configuration not stated) | 98
COC1OCCCC1Br (configuration not stated) | 118
CN1NC(c2ccccc2)NN(C)C1=O | 105
Cc1ccc(CCl)cc1 | 97
Cc1nc2ccccc2[nH]c1=O | 106
Oc1ccccc1/C=C/c1cnccn1 | 98
COc1ccc(Cn2c(SC)nc(=O)n(Cc3ccc(Cl)cc3)c2=O)cc1 | 94
O=C1CCCCC1Nc1ccc([N+](=O)[O-])cc1 (configuration not stated) | 109
O=C(Nc1ccc(-c2nc3ccccc3c(=O)[nH]2)cc1)c1cccnc1 | 87

Molecule | HL-60(TB)
NS(=O)(=O)c1cc2c(cc1Cl)NC(CSCc1ccccc1)=NS2(=O)=O | 95
O=C(C[n+]1ccncc1)c1ccc2ccccc2c1 | 60
CC(C)n1cc(C(C)(C)C)nc1SSc1nc(C(C)(C)C)cn1C(C)C | 54
COC(=O)C(C(C[N+](=O)[O-])c1ccccc1)=P(c1ccccc1)(c1ccccc1)c1ccccc1 (configuration not stated) | 81
CN(C)CCCN(c1ccccc1)c1ccccc1 | 92
CCOP(=O)(NC)OCC | 74
CC(=O)/C(=C/N1CCNC1=S)C(=O)Nc1ccccc1C | 104
CCOC(=O)C1=C(N)N(c2ccccc2)C2=C(C(=O)CC(C)(C)C2)C1c1ccc(OC)cc1 (configuration not stated) | 99
O=C(O)c1ccc(Br)o1 | 133
COCCCn1nnc2ccccc2c1=O | 97
CC(C)(C)OC(=O)c1ccc(NCc2cc(O)ccc2O)cc1 | -39*
O=C(O)COc1cccc(C(=O)/C=C/c2ccc(Cl)cc2)c1 | 98
CCOC(=O)C1=NN(c2ccccc2)C(=O)C1N=Nc1ccc(NS(=O)(=O)c2nccs2)cc1 (configuration not stated) | 118
COC(=O)c1c(C(=O)OC)c2n(CC(=O)Nc3cccc4cccnc34)c3ccccc3n2c1C(=O)c1ccc(-c2ccccc2)cc1 | 103
COc1cc(-c2nc(-c3ccccc3)[nH]c2-c2ccnc(NCCCNS(=O)(=O)c3ccccc3)n2)ccc1F | 59

Molecule | HL-60(TB)
CC(C)CCC[C@@H](C)[C@H]1CC[C@H]2[C@@H]3CC=C4c5sc(Nc6ccccn6)nc5CC[C@]4(C)[C@H]3CC[C@]12C | 103
C=CCSc1nnc(-c2ccc(-c3ccc(Cl)cc3)nc2C)o1 | 87
COc1ccc(C(=O)N2CCN(C(=O)c3cc(OC)c(OC)c(OC)c3)CC2)cc1OCCCCOc1cc2c(cc1OC)C(=O)N1CCC[C@H]1C=N2 | 147
O=C1C=C(NCCCCCCN2C(=O)c3cccc4cccc(c34)C2=O)C(=O)c2cc3ccccc3cc21 | 102
N/C(=N\c1nc2ccccc2s1)NC(=O)N(Cc1ccccc1)Cc1ccccc1 | 54
CCN(CC)c1nc(SCC(=O)Nc2nc3ccc(C)cc3s2)nc(-c2ccccc2)c1C#N | 96
COc1ccc(Cl)cc1NC(=O)c1cc2c(n1C)-c1nc(N)sc1CCC2 | 51
NS(=O)(=O)c1ccc(Nc2nc(N/N=C/c3ccc4c(c3)OCO4)nc(Nc3ccccc3)n2)cc1 | 31
COc1cc2ncnc(Nc3ccc(Oc4ccnc(C)c4)c(C)c3)c2cc1NC(=O)CC1CCSS1 (configuration not stated) | -46*
C=CCN1CCN(/C(=N/c2sc(-c3ccccc3)nc2-c2ccccc2)c2ccccc2)CC1 | 78
CN(C)CCCOC(=O)c1cc2ccccc2s1 | 104
COc1cc(OC)cc(-c2n/c(=C\c3c(O)[nH]c4ccc(Cl)cc34)cc3c2=Nc2ccccc2-3)c1 | 90
NS(=O)(=O)c1ccc(NS(=O)(=O)c2c(O)c3cc(Cl)ccc3oc2=O)cc1 | 97
CC(C)CCC[C@@H](C)[C@H]1CC[C@H]2[C@@H]3CC=C4C[C@@H](OS(=O)(=O)O)CC[C@]4(C)[C@H]3CC[C@]12C | 98
O=C1Cc2cc(-c3ccc4ncnc(N5CCc6cc(F)c(Cl)cc65)c4c3)cnc2N1 | 96

Molecule | HL-60(TB)
O=C1c2ccccc2C(=O)c2c(N=Nc3[nH]c(=S)[nH]c3O)cccc21 | -32*
COc1ccc(-c2c3c(nn2-c2ccc(N)cc2)CCc2cnoc2-3)cc1 | 90
COc1cc2nnc3c4ncccc4c(C#N)n3c2cc1OC | 98
CC(Oc1ccc(Cl)cc1Cl)C(=O)NC(Cc1ccccc1)C(=O)O (configuration not stated) | 105
CC(C)(C)CC(C)(C)c1ccc(O)c(Cc2ccc(Cl)cc2Cl)c1 | -62*
O=C(CSC1=Nc2c(c(-c3ccccc3)c(-c3ccccc3)n2C2CCCCC2)C2=NCCN12)c1ccccc1 | 97
NC(=O)N/N=C/C=C/c1ccccc1 | 104
S=c1[nH]c(Cl)c(Cl)cc1Cl | 119
COc1ccc2c(c1OC)C(=O)OC2C1c2c(c(COC(=O)C(Cc3ccccc3)NC(=O)OC(C)(C)C)c3c(c2OC)OCO3)CCN1C (configuration not stated) | 105
C=C1C(=O)O[C@@H]2C[C@@H](C)CCC(=O)[C@](C)(OC(C)=O)C[C@H](OC(=O)/C(C)=C\C)[C@@H]12 | 26
COc1ccc(N=C2C(=Nc3ccc(OC)cc3)N(c3ccc(N(C)C)cc3)C(=S)N2c2ccc(OC)cc2)cc1 | 25
O=C(O)C(CO)(c1ccccc1)c1ccccc1 | 103
O=C(/C=C/c1ccccc1Cl)c1ccccc1 | 110
Cc1ccc(Nc2nc(-c3ccccc3)c[se]2)cc1 | 99
Cc1ccc(C(O)(c2nc3ccccc3s2)c2nc3ccccc3s2)cc1 | 95

By substructure, the entries above containing a COOH group.
Molecule | HL-60(TB)
COc1cc(C=O)cc(CN2CCN(c3cc4c(cc3F)c(=O)c(C(=O)O)cn4C3CC3)CC2)c1O | 98
COc1ccc(C(=O)c2c[nH]c(C(=O)O)c2-c2ccc(OC)cc2)cc1 | 93
COC(=O)c1ccc(NC2=C/C(=N/S(=O)(=O)c3ccc(C(=O)O)cc3)c3ccccc3C2=O)cc1 | -16*
N=C(N)c1ccc(CNC[C@@H]2CN(c3ccc(N4CCC(C(=O)O)CC4)cc3)C(=O)O2)cc1 | 100
O=C(O)c1ccc(Br)o1 | 133
O=C(O)COc1cccc(C(=O)/C=C/c2ccc(Cl)cc2)c1 | 98
CC(Oc1ccc(Cl)cc1Cl)C(=O)NC(Cc1ccccc1)C(=O)O (configuration not stated) | 105
O=C(O)C(CO)(c1ccccc1)c1ccccc1 | 103

Two of the compounds above, with each value named.
> CC(C)(C)CC(C)(C)c1ccc(O)c(Cc2ccc(Cl)cc2Cl)c1
  HL-60(TB): -62*

> O=C(CSC1=Nc2c(c(-c3ccccc3)c(-c3ccccc3)n2C2CCCCC2)C2=NCCN12)c1ccccc1
  HL-60(TB): 97

The results go on.
Molecule | HL-60(TB)
O=C1COCCN1c1ccc(NS(=O)(=O)c2ccc(-c3cnc(C4CC4)o3)cc2)cc1 | 93
OCCN(Cc1cc(C2CCCCC2)ccc1O)Cc1cc(C2CCCCC2)ccc1O | 65
CC/C(C)=N/Nc1nc(C)cc(=O)[nH]1 | 106
COc1ccc(NS(=O)(=O)c2ccc(N)cc2)nn1 | 99
COc1ccc(-c2nc(SCCC(C)C)nc(NCCO)c2C#N)cc1 | 89
Cn1cc(-c2noc(-c3cn(C)c4ncc(Br)cc34)n2)c2cc(Cl)ccc21 | 102
Cc1cnc(C(=O)NNc2nc3sc4c(c3c(=O)[nH]2)C(C)CCC4)cn1 (configuration not stated) | -31*
CCn1c(N/N=C\c2ccc(OC)cc2)nc2c1c(=O)n(C)c(=O)n2C | 112
COC(=O)c1ccc([N+](=O)[O-])cc1I | 96
CSCCC(NC(=O)CCc1nc2c(=O)[nH]c(=S)[nH]c2[nH]c1=O)C(=O)O (configuration not stated) | 101
CCC(C)C(O)Cc1cc(O)cc(=O)o1 (configuration not stated) | 102
O=Cc1ccccc1OCc1cn(CC(=O)Nc2nc3ccccc3s2)nn1 | 98
CC(=O)O[C@@H]1CCN2C(=O)Nc3cc(C(F)(F)F)ccc3[C@@H]2C1 | 102
COc1cccc(OC)c1-c1nnn(C)c1C(=O)N1CCN(c2ccc(C#N)cc2Cl)CC1 | 57
CCCCCCC#Cc1ccc(S(=O)(=O)Nc2cccc(-c3csc(NC(C)=O)n3)c2)cc1 | 78

Molecule | HL-60(TB)
Cc1ccc(Cl)c(S(N)(=O)=O)c1 | 70
Nn1c(NNC(=O)C2CCCN2)n[nH]c1=S (configuration not stated) | 104
COC(=O)Cc1[nH]cnc1C(N)=O | 97
Cc1cc2c(n1C)CSc1cc(S(=O)(=O)c3ccccc3)c(=O)[nH]c1-2 | 92[100 µM]
COc1cccc(-c2nn(-c3ccccc3)cc2-c2ccnc(N3CCN(C(=O)c4ccccc4)CC3)c2)c1 | 35
CCN1C(=O)N(CC)C2Nn3c(s/c(=C\c4cccnc4)c3=O)=NC21 (configuration not stated) | 102
CCOC(=O)c1cnc2c(-c3nc4ccccc4s3)c(Nc3ccccc3)nn2c1N | 91
